High-throughput results from PubChem.
S1P3 antagonist: S1P3 (human) receptor antagonism | AID 485 | CHO S1P3 NFAT-BLA reporter, FRET fluorescence, antagonist mode | inhibition, % at 4.98 µM | actives 0.27% (n = 170,000);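 active = inhibition above the plate cutoff, the mean inhibition of test wells on that plate plus 3 SD, cut at about 28% in these data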;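 note: cells challenged with S1P at its EC80 of 0.8 µM; blue over green emission ratio from cleaved BLA substrate after 4 h stimulation; 0% = S1P-stimulated wells and 100% = unstimulated DMSO-only wells; some compounds past the cut are filed as inactive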
L major viab: reduces viability of Leishmania major promastigotes; AID 1063; inhibition, % at 10 µM; actives 9% (n = 200,000); resazurin fluorescence viability; in the data active = inhibition above about 50%;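 note: promastigotes grown with compound for 44 hours at 28 °C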
TLR4 MyD88 comp: inhibitors of human TLR4-MyD88 binding; HeLa CL3-4 TLR4/MyD88 BLA complementation, FRET ratio; O00206+Q99836; AID 861; inhibition, % at 8.4 µM; actives 0.18% (n = 200,000); in the data active = inhibition above about 25%;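 note: 0% = vehicle and 100% = reference inhibitor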
Redox H2O2 prof: compounds producing H2O2 with reducing agent – biochemical, NIH compound library profiling, artefact control for MLSCN library redox annotation, primary screen. DTT-dependent redox cycling H2O2, phenol red/HRP absorbance; 100% = 100 µM peroxide control, 0% = buffer. activation, % at 10 µM. actives 0.03% (n = 200,000). AID 878;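 active = activation of at least 50% relative to the plate's high and low controls in the primary single-dose screen; inactive = activation below 50%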;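 note: compound incubated with DTT at 0.8 mM final as the reducing agent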
PPARg SRC-1 ag: agonists of human PPARgamma SRC-1 coactivator recruitment; activation, % at 8 µM; P37231; PPARgamma-SRC-1 coactivator recruitment biochemical assay; actives 0.41% (n = 200,000); AID 631; in the data active = activation above about 19%;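 note: 0% = DMSO and 100% = reference agonist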
Target sequence (P37231 whole entry, looked up): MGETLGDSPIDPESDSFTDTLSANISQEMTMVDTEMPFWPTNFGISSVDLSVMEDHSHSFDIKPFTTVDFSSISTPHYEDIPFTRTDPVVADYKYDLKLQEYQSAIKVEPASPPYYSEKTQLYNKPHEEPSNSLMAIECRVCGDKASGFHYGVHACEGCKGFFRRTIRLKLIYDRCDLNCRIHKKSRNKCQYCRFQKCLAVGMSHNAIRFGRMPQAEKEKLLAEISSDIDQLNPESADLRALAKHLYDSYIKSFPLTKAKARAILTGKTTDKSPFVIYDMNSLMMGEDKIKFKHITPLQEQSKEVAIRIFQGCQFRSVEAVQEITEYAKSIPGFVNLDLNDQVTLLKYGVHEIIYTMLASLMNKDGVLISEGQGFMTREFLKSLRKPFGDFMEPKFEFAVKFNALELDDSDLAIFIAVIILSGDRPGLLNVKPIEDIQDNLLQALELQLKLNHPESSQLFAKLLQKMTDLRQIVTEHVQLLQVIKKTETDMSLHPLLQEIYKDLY
bIAP inh: intestinal alkaline phosphatase (bovine) inhibition. inhibition, % at 20 µM. purified bovine IAP, CDP-star luminescence, 30 min. 190,000 tested, under 10 active. AID 1019;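 active = over 50% inhibition of intestinal alkaline phosphatase at 20 µM in the single-dose screen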
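Assay system: bovine IAP enzyme; medium: DEA buffer 100 mM, pH 9.8, with MgCl2 1.0 mM, ZnCl2 0.02 mM; doses: 20 µM single dose; incubation: enzyme reaction for 30 min at room temperature; detection: CDP-star luminescence signal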
TR-FRET SRC-2 ct: counter-screen for PPARgamma SRC-2 recruitment agonists: TR-FRET artefact; TR-FRET ratio at 8 µM; actives 0.4% (n = 200,000); hits give high values; in the data active = TR-FRET ratio above about 2000; note: inactives centre near 1500; reference of the scale not given here
PPARg SRC3 recr: promotes SRC-3 coactivator recruitment by human PPARgamma; actives 0.26% (n = 200,000); P37231; activation, % at 8 µM; biochemical PPARgamma/SRC-3 coactivator recruitment assay; AID 731; in the data active = activation above about 23%;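 note: 0% = DMSO and 100% = reference agonist; some compounds past the cut are filed as inactive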
bIAP activator: intestinal alkaline phosphatase (bovine) activation. purified bovine IAP, CDP-star luminescence, 30 min; hits give high values; fold of DMSO-control signal, blank-subtracted. activation factor at 20 µM. actives 0.17% (n = 200,000). AID 1016;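 active = activation factor of 2 or more at 20 µM, a signal rise over negative controls twice the positive control's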
PPARg SRC2 recr: promotes SRC-2 coactivator recruitment by human PPARgamma; actives 0.34% (n = 200,000); PPARgamma LBD-SRC-2 recruitment, biochemical; activation, % at 8 µM; P37231; in the data active = activation above about 22%;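 note: 0% = vehicle and 100% = reference agonist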
ROMK mod: modulates human ROMK potassium channel activity; Tet-inducible ROMK, thallium flux fluorescence; actives lie on both sides; B-score at 10 µM; actives 2% (n = 130,000); AID 1918;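 active = signal ratio slope over the read window, or its plate-corrected B-score, at least 3 SD from the plate mean, either direction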;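 note: B-score of the F/F0 ratio slope over 7 to 12 s after thallium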
Target sequence (P48048 whole entry, looked up): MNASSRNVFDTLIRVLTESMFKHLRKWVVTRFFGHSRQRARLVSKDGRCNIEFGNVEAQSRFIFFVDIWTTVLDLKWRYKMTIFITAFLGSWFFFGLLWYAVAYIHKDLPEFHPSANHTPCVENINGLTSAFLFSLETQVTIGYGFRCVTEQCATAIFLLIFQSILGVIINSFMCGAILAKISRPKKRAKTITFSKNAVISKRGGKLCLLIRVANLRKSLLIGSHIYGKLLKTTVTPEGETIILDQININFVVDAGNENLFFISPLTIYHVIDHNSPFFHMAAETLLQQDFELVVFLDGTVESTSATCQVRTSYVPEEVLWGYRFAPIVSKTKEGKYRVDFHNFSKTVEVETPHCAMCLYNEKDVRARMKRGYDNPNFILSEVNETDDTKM
* = called active by the depositor; . = not tested or not shown.

smiles,PPARg SRC2 recr,L major viab,TR-FRET SRC-2 ct,bIAP activator,TLR4 MyD88 comp,ROMK mod,Redox H2O2 prof,bIAP inh,PPARg SRC-1 ag,PPARg SRC3 recr,S1P3 antagonist
O=C(NNC(=O)C1CC2CCC1C2)c1sc2ccccc2c1Cl (stereo not drawn),6,3,1561,1.1,11,.,0.3,-8,-1,0,12
O=C(c1cnccn1)N1CCc2c([nH]c3ccccc23)C1c1cccc(Cl)c1 (stereo not drawn),12,46,1728,1.1,0,-0.027,-0.9,-9,9,6,7
CC/C(=N\NC(=O)C1CC1)c1cccc(Cl)c1,8,23,1867,0.9,-14,0.43,-1.8,5,-1,-2,3
O=C(CN1CCCC1)N1c2ccccc2Sc2ccc(C(F)(F)F)cc21,6,13,1475,0.7,0,.,1.7,32,1,2,.
O=C(Cn1nnc2ccccc21)Nc1ccccc1[N+](=O)[O-],15,2,1622,1,-2,.,-0.5,1,3,1,-11
Cn1c(CNc2ccc(Cl)cc2)nnc1SCCN1CCCCC1,-3,1,1414,0.9,14,-0.63,1.0,8,-7,5,.
Cc1ccc(N(C(C)C(=O)Nc2ccccc2C(=O)N2CCOCC2)S(C)(=O)=O)cc1C (stereo not drawn),10,-5,1474,1,8,-0.071,-0.7,4,2,3,3
COC(=O)C1=C(C)Nc2nc(SCc3ccccc3)[nH]c(=O)c2C1c1cccs1 (stereo not drawn),-1,-3,1588,0.9,-4,0.038,-0.3,5,1,1,-9
CCC(=O)Nc1nc(C)c(C(=O)NC2CCCCC2)s1,4,-5,1558,1,0,.,0.3,-3,0,16,.
CN(C)c1ccc(/C=N/NC(=O)COc2ccccc2)cc1,10,-8,1615,1,-7,0.41,-1.7,5,4,4,-3
CCOC(=O)N1CCC(NC(=O)CSc2cc(=O)n(C)c3ccccc23)CC1,49*,1,2545*,1,-7,.,-1.4,0,47*,48*,7
O=C1C2C3C=CC(C3)C2C(=O)N1CCc1ccccc1 (stereo not drawn),-2,5,1308,1,-8,2,0.3,-2,-2,2,.
CC1(c2ccc(Cl)cc2)NC(=O)N(CC(=O)NC(=O)NCc2ccco2)C1=O (stereo not drawn),-5,-1,1399,1,12,.,0.0,1,1,-5,-2
CC(=O)Nc1ccc(OS(=O)(=O)c2ccc(C)cc2C)cc1,0,5,1391,1.1,-6,.,-0.4,-6,-1,1,-14
CCCCOCC1CC(CC#CCN2CCCCC2)C(=O)O1 (stereo not drawn),2,19,1314,1,5,0.0023,-0.7,4,-4,2,-19
Cc1cc(N2CCCC2)nc2ccc(NC(=S)NCCCOC(C)C)cc12,6,93*,1711,1,13,-0.35,0.0,-4,10,3,-3
CCOC(=O)c1c(NC(=O)c2ccoc2C)sc(C(=O)N(C)C)c1C,5,15,1535,1.1,-6,0.71,0.1,-9,4,7,.
CC(C)(C)C(=O)Oc1cc(N)n(S(=O)(=O)c2ccccc2)n1,-1,-3,1689,0.9,3,1.7,-0.4,5,-2,5,-7
CN(C)/C=N/C(=S)Nc1ccc(F)cc1,-5,-6,1403,0.9,0,-0.24,-0.4,12,-2,-5,.
COc1ccc(CCNC(=O)c2nnn(CC(=O)Nc3ccccc3C)c2N)cc1OC,9,8,1547,1,-4,.,-0.6,3,14,9,3
CN(C)/C=N/NC(=O)c1ccccc1,2,-13,1544,0.9,13,0.44,-2.4,10,-3,-6,-7
CCOc1ccc(/C=N/NC(=O)C(C)N(c2ccc(OC)cc2)S(C)(=O)=O)cc1 (stereo not drawn),4,22,1445,0.9,2,-0.22,-3.6,6,-1,-2,.
CCCc1ccc(C(=O)Cn2nc(C(=O)O)c3ccccc3c2=O)cc1,-1,-7,1415,1,-3,0.62,0.1,1,-2,2,-4
COc1ccc(CNC(=O)OCCN2CCN(Cc3ccccc3)CCC2=O)cc1,1,0,1527,0.9,-6,0.84,0.4,6,8,-2,-14
O=C(CSc1nnc(-c2ccc(O)cc2)n1Cc1ccccc1)NNC(=O)c1ccc(Br)cc1,-2,-14,1703,0.7,3,-0.63,-0.2,31,5,0,-5
CCn1c(NC(=O)c2ccccc2)c(-c2cccs2)c(=O)c2ccccc21,-5,1,1534,1,-1,-0.067,0.2,0,0,2,.
O=c1c2ccccc2nc(-c2ccccc2)n1/N=C/c1ccc([N+](=O)[O-])cc1,4,-5,1809,1,6,.,0.5,0,-2,2,-6
Cc1ccc(NC(=O)CSc2nnc(-c3ccc(S(=O)(=O)N4CCOCC4)cc3)n2C)cc1,8,0,1450,0.9,7,.,1.8,10,1,-1,-11
CC(C)(C)c1ccc(C2(C)NC(=O)N(CC(=O)Nc3ccc4c(c3)OCO4)C2=O)cc1 (stereo not drawn),8,77*,1546,0.9,-8,0.049,0.3,9,0,-8,.
CCCC(C)NC(=O)c1ccccc1SC (stereo not drawn),-6,-3,1479,1.1,-4,0.64,-0.2,-6,-9,-3,-3

Remaining list, next part
smiles,PPARg SRC2 recr,L major viab,TR-FRET SRC-2 ct,bIAP activator,TLR4 MyD88 comp,ROMK mod,Redox H2O2 prof,bIAP inh,PPARg SRC-1 ag,PPARg SRC3 recr,S1P3 antagonist
COc1cc(CNC2CCCCCCC2)cc(Br)c1OCC#N,6,75*,1570,1,-6,-1.6,0.3,4,3,0,-16
O=c1[nH]c(CN2CCN(C/C=C/c3ccccc3)CC2)nc2cc(Cl)ccc12,7,49,1511,1.2,11,.,-2.4,-22,10,14,11
COc1ccc(CCn2ccc(O)c(Cc3ccc(Cl)cc3Cl)c2=O)cc1OC,2,8,1703,1,-11,-0.07,-0.2,0,11,-1,-2
O=S(=O)(c1ccccc1)n1nc(-c2ccccc2)nc1NCc1ccco1,8,-3,1609,0.6,7,-1.3,-0.6,42,7,9,-1
Cc1ccc(C)c2[nH]c(=O)c(CCNC(=O)c3cccs3)cc12,16,-7,1537,1.1,2,-1,-0.4,-14,3,3,-17
COc1ccc(OC)c(NC(=O)C(=O)/C=C(\O)c2cc(OC)ccc2OC)c1,9,-3,1763,1,6,.,-3.6,3,1,-2,.
COc1ccc2nc(NC(=O)CSC3=NCCS3)sc2c1,3,20,1607,1,7,.,2.9,-1,5,-1,6
Cc1c(Br)c([N+](=O)[O-])nn1C(C)C(=O)Nc1c(C)n(C)n(-c2ccccc2)c1=O (stereo not drawn),13,-2,1604,1,-4,2.1,0.7,0,3,3,.
O=C(Cc1cccs1)NCc1cccnc1,6,-6,1633,1,3,.,0.1,1,-4,1,.
COCCn1c(C)cc(C(=O)CSc2nc3ccccc3s2)c1C,3,-2,1553,1,9,-0.29,-0.2,-4,-2,5,7
CCOC(=O)c1cc(-c2cc(OC)c(OC)c(OC)c2)nc2c1c(=O)[nH]c(=O)n2Cc1ccccc1,8,6,1611,1.1,-12,0.35,0.3,-11,10,5,-2
O=C(OCCNC(=O)c1cc2ccccc2oc1=O)c1cccnc1,1,5,1558,1,-11,-0.0076,-1.2,2,5,-9,3
CCCOc1ccc(N2C(=O)CC(N3CCN(S(=O)(=O)c4ccccc4)CC3)C2=O)cc1 (stereo not drawn),-8,-5,1424,1,-1,0.037,0.1,-4,-8,-5,.
O=C(Nc1nnc(-c2ccc(Cl)cc2)o1)c1ccccc1Br,8,-1,1705,0.9,-10,.,-0.3,10,3,8,-3
COc1ccc(NC(=O)COC(=O)[C@@H]2CCCN2C(=O)c2cccs2)c(OC)c1,1,-3,1498,1,-8,-0.38,0.2,-2,-5,-5,.
O=C(NC1CC2CCC(C1)N2Cc1nnnn1Cc1ccco1)NC12CC3CC(CC(C3)C1)C2 (stereo not drawn),1,45,1364,3.4*,10,.,-2.0,-235,0,0,11
NNC(=O)COc1ncn(-c2ccccc2)n1,1,-6,1579,1,-4,-0.12,1.7,0,-2,2,.
Fc1ccc2[nH]c3c(N4CCSCC4)ncnc3c2c1,-1,35,1392,0.6,2,-5.2*,-2.5,43,0,-3,.
CCOc1ccc(C(=O)Nc2ccccc2C(=O)O)cc1,-5,-1,1607,1,-5,0.85,-1.7,2,-4,3,9
COc1ccc(N2C(=O)C3CCCN3C2c2ccc(C)o2)cc1 (stereo not drawn),-6,-8,1525,1,0,0.074,-1.7,1,-2,-2,-3
CC1CN(c2nc(-c3ccccc3)nnc2-c2ccccc2)CC(C)O1 (stereo not drawn),-1,6,1751,1,-6,.,0.5,4,4,9,.
O=C(Cn1cncn1)N1CCN(c2ccc(F)cc2)CC1,-1,-4,1694,1,-3,0.31,-1.2,-3,6,-2,4

Complete entries from above. Order of values: PPARg SRC2 recr, L major viab, TR-FRET SRC-2 ct, bIAP activator, TLR4 MyD88 comp, ROMK mod, Redox H2O2 prof, bIAP inh, PPARg SRC-1 ag, PPARg SRC3 recr, S1P3 antagonist
O=C(Cn1cncn1)N1CCN(c2ccc(F)cc2)CC1 reads -1, -4, 1694, 1, -3, 0.31, -1.2, -3, 6, -2, 4
COc1ccc(CCn2ccc(O)c(Cc3ccc(Cl)cc3Cl)c2=O)cc1OC reads 2, 8, 1703, 1, -11, -0.07, -0.2, 0, 11, -1, -2
O=c1[nH]c(CN2CCN(C/C=C/c3ccccc3)CC2)nc2cc(Cl)ccc12 reads 7, 49, 1511, 1.2, 11, ., -2.4, -22, 10, 14, 11
O=C(NC1CC2CCC(C1)N2Cc1nnnn1Cc1ccco1)NC12CC3CC(CC(C3)C1)C2 (stereo not drawn) reads 1, 45, 1364, 3.4*, 10, ., -2.0, -235, 0, 0, 11
